NadD block – blocks S. aureus nicotinate mononucleotide adenylyltransferase; purified NadD enzyme, colorimetric absorbance read-out; inhibition, % at 20 µM; 360,000 tested, 0.78% active; AID 602399; in the data active = inhibition above about 26%; also: some compounds past the cut are filed as inactive
MLLE-PAM2 inh – inhibitors of microRNA-mediated deadenylation, human PABP1 MLLE binding; P11940; GST-MLLE / FITC-PAM2 fluorescence polarization; inhibition, % at 20 µM; 360,000 tested, 0.36% active; AID 588489; in the data active = inhibition above about 35%, passing the limit was not always enough;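 also: plate controls were DMSO wells with GST-MLLE for no effect and wells lacking GST-MLLE protein for full effect; some results filed as inactive read as strong as hits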
DNMT1 inh – inhibitors of human DNMT1; inhibition (reported as % activation of signal), % at 10 µM; DNMT1 molecular beacon, Hinp1I cleavage, fluorescence; 360,000 tested, 0.83% active; P26358; in the data active = inhibition above about 50%
Target sequence (P26358 504-1616 limits assumed): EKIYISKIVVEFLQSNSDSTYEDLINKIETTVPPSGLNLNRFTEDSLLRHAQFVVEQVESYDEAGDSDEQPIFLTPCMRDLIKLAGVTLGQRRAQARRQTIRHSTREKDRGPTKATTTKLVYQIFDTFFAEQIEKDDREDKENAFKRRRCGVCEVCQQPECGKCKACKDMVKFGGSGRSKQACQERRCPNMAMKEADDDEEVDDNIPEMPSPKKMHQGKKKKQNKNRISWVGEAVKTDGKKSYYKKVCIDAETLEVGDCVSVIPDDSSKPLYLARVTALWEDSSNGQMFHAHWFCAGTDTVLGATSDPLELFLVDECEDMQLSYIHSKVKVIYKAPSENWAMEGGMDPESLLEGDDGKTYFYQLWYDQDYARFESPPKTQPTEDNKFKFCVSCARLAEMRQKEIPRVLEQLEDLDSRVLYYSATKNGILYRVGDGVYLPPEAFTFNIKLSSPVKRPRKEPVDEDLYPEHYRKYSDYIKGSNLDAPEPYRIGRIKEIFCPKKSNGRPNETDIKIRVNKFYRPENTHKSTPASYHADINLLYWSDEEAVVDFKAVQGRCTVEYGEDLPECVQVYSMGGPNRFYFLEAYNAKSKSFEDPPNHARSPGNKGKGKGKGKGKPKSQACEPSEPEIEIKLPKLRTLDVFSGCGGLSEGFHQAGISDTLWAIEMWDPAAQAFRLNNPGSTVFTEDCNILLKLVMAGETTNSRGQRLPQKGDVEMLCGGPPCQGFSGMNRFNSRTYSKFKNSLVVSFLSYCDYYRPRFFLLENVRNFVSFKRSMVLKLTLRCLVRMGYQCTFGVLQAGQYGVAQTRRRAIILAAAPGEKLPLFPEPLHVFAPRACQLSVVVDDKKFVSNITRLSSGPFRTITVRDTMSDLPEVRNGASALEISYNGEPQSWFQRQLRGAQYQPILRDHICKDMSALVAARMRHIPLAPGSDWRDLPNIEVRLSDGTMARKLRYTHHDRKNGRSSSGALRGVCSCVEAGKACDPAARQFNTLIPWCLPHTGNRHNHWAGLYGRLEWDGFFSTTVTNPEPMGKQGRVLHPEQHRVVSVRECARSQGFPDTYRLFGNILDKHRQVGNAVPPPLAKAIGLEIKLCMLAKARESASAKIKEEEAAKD
LMPTP inh – LMPTP (human) inhibition; P24666; recombinant LMPTP-A, OMFP fluorogenic substrate, fluorescence intensity; inhibition, % at 20 µM; 360,000 tested, 0.22% active; AID 651560;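 active = compounds that cut the enzyme signal by at least half of the control window in the single-dose screen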;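 also: plate controls were DMSO wells with enzyme plus substrate for no effect and substrate without enzyme for full effect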
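Assay system: LMPTP-A, protein tyrosine phosphatase of low molecular weight / Medium: pH 6.0 Bis-Tris buffer with DTT and Triton X-100 / Schedule: 50 min enzyme reaction at room temperature, protected from light / Measured by: endpoint fluorescence intensity from OMFP dephosphorylation / Read-out basis: % inhibition relative to no-enzyme and uninhibited control wells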
CSN deneddyl inh – inhibitors of human CSN-mediated cullin deneddylation; 360,000 tested, 0.38% active; Purified CSN, SCF-Nedd8-OG deneddylation, fluorescence polarization; inhibition, % at 12.5 µM;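 active = pattern-corrected inhibition above about 35%, with an unprinted fluorescence ratio check between 0.5 and 1.5, limit read from the data, passing the limit was not always enough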;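 also: 0% = enzyme with substrate and 100% = substrate without enzyme; some results filed as inactive read as strong as hits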
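Material: purified human Csn5 enzyme expressed in HEK293T cells / Medium: Tris buffer pH 7.5, NaCl, DTT, Tween-20, trehalose, ovalbumin / Compound dosing: 12.5 µM single point / Schedule: 90 min incubation of compound, enzyme and substrate at room temperature / Signal: fluorescence polarization of the substrate / Control set: no-enzyme wells high, enzyme-with-substrate wells low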
Scp-1 inhibitor – blocks human Scp-1 phosphatase activity; Q9GZU7; Recombinant Scp1, phosphopeptide, malachite green phosphate absorbance; inhibition, % at 20 µM; 340,000 tested, 0.88% active; AID 493091;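 active = inhibition above about 50% at 20 µM, limit read from the data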;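 also: plate controls were DMSO wells with enzyme for no effect and wells lacking enzyme for full effect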
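System: truncated SCP-1 phosphatase (76-261aa); medium: Tris acetate buffer pH 5.5 with MgCl2 and Tween-20; incubation: 45 min room-temperature reaction, 5 min colour, 30 min stabiliser; compound: single 20 µM dose, 1% DMSO; reagent: Phosphorylated 17-residue peptide substrate; read-out: % inhibition at 20 µM; technique: colorimetric free-phosphate detection, absorbance 630 nm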
SUMO1 PPI mod – modulators of human SUMO1-mediated protein-protein interactions | 360,000 tested, 0.33% active | SUMO1 binding to a labelled peptide, TR-FRET, 1 h | P63165 | AID 602429 | inhibition, % at 20 µM; in the data active = inhibition above about 37%
TbMetRS inhib – blocks T. brucei methionyl-tRNA synthetase activity. AID 624268. 360,000 tested, 0.4% active. purified T. brucei MetRS, ATP depletion, Kinase-Glo luminescence. inhibition, % at 11.9 µM;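 active = inhibition above a per-plate cutoff of the control wells' mean inhibition plus 3 SD, cut at about 5.5% in these data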;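 also: 0% = DMSO wells median and 100% = median of wells with control inhibitor compound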
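Dosing: 11.9 µM compound single dose, 0.9% DMSO; Assay system: purified T. brucei MetRS enzyme; Measured by: Kinase-Glo luciferase luminescence reporting remaining unconsumed ATP; Schedule: 15 min plus 2 h at 25 °C.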
STEP inh – blocks human striatal-enriched tyrosine phosphatase | 360,000 tested, 0.25% active | AID 588621 | inhibition, % at 20 µM | recombinant STEP, OMFP fluorogenic substrate, fluorescence;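 active = inhibition at 20 µM, scaled per plate between control wells, above about 37%, limit read from the data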;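 also: 0% = DMSO with enzyme and substrate and 100% = substrate only without enzyme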
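Also added – OMFP at 25 µM · Test system – STEP tyrosine phosphatase · Technique – FITC-channel fluorescence of OMFP product · Schedule – 20 min at room temperature, dark · Evaluation – control-normalized % inhibition with plate pattern correction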
Rpn11 block – blocks the human proteasome subunit Rpn11; O00487; human 26S proteasome, Ub4-pepOG fluorescence polarization; 20S core pre-blocked with epoxomicin; calls only at 20 µM; 360,000 tested, 0.59% active; AID 588493;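 active = inhibition at 20 µM, scaled to each plate's controls, above about 33%, limit read from the data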
Starred values were filed as active, the others as inactive; i = inactive; · = not tested or not shown.

SMILES | NadD block | MLLE-PAM2 inh | DNMT1 inh | LMPTP inh | CSN deneddyl inh | Scp-1 inhibitor | SUMO1 PPI mod | TbMetRS inhib | STEP inh | Rpn11 block
CS(=O)(=O)N(CC(=O)Nc1ccccc1C(=O)N1CCCC1)c1cccc([N+](=O)[O-])c1 | 1 | -7 | -2 | -0.6 | 12 | -1 | -6 | 0.1 | 0 | i
COc1ccc(N2CCN(C(=O)CSc3nnc4c(C)cc5ccc(C)c(C)c5n34)CC2)cc1 | 2 | -22 | -7 | 0.4 | 1 | 0 | -6 | -0.2 | 2 | i
CNC(=O)CSCCn1c(SCC(=O)NC)nc2ccccc2c1=O | 1 | 17 | -2 | -2.2 | -5 | -1 | 1 | 0.1 | 4 | i
Cn1cc(Br)c(C(=O)Nc2ncc(Br)s2)n1 | 10 | -14 | 7 | 38 | 11 | -8 | 4 | -0.4 | 2 | i
CCN1CCN(c2c(Cl)cccc2NC(=O)c2cccs2)CC1 | -1 | -3 | 0 | 0.9 | -5 | -5 | 7 | -0.2 | 0 | i
O=C1C=C(c2cccc3c2sc2ccccc23)C[C@@H](c2ccc(Cl)cc2)C1 | 8 | 6 | 3 | 1.3 | 1 | -11 | -4 | -0.1 | 0 | i
CCc1cc(=O)oc2cc(C)cc(OCC(=O)N3CCC(C(=O)O)CC3)c12 | 1 | -5 | -2 | -1.7 | -2 | 1 | 5 | 0.7 | 2 | i
C=C(C)COc1ccc(-c2n[nH]c(C)c2Oc2ccccc2OC)c(O)c1 | -6 | 6 | -12 | 0.5 | -1 | -5 | -3 | -0.3 | -4 | i
CC(c1ccccc1)C1CC(=O)N(Cc2ccco2)C1=O (centres undefined) | 9 | -9 | -1 | -1.3 | 2 | -1 | 1 | -1.0 | -1 | i
CCCC1=NN(c2ccc([N+](=O)[O-])cc2)C(=O)/C1=C/N(C)C | 2 | 6 | 1 | -1.0 | -11 | -3 | -6 | -0.5 | 1 | i
COc1ccc(NC(=O)N2CCC(CO)(CC3CCCCO3)CC2)c(OC)c1 (centres undefined) | 1 | 2 | -4 | 25 | -1 | -7 | 18 | -0.4 | 1 | i
Cc1cccc(N2CCN(C(=O)c3ccc(Cl)c(S(=O)(=O)N4CCc5ccccc5C4)c3)CC2)c1C | 25 | 0 | -3 | 2.4 | -7 | -3 | -2 | -0.1 | 0 | i
Cc1ccc(NC(=O)c2cccc(C(=O)Nc3ccc(C)cc3C(=O)O)c2)c(C(=O)O)c1 | 9 | 14 | 0 | -1.6 | 3 | 57* | 17 | -1.1 | 6 | i
Cc1ccc(-c2nnc(SCC(=O)NNC(=O)COc3ccccc3C)n2C)cc1 | 0 | -5 | 1 | -0.3 | -4 | 0 | 2 | -0.1 | 1 | i
CC(C)OCCCNC(=O)c1ccc(Br)cc1 | -8 | 2 | -1 | -2.2 | 0 | -9 | -5 | -0.7 | -2 | i
O=C(NCc1nc2ccccc2[nH]1)C1=C[C@@H](c2ccccc2)C[C@@H](OCc2ccc(CO)cc2)O1 | 6 | 0 | -7 | 1.3 | -5 | -6 | 0 | 77* | -2 | i
CCOC(=O)c1ccc(S(=O)(=O)NCCN2CCOCC2)cc1 | -12 | -6 | -5 | -1.7 | 4 | 1 | 1 | -0.6 | -2 | i
CCOC(=O)c1c(C)[nH]c(C(=O)OCC(=O)Nc2ccc(OCC)cc2)c1C | -1 | -3 | 69* | 0.0 | -11 | 21 | -4 | -1.5 | -3 | i
Cc1cc(C)nc(N2CCCC(C(=O)Nc3nnc(C)s3)C2)n1 (centres undefined) | -5 | 3 | 2 | -1.6 | 0 | -2 | -1 | 0.0 | -4 | i
Cc1ccc(-n2c(O)c(C=NC3CCS(=O)(=O)C3)c3ccccc3c2=O)cc1C (centres undefined) | -1 | -2 | -3 | -1.0 | 3 | -5 | -13 | -0.5 | 0 | i
O=[N+]([O-])c1ccc(N2CCN(S(=O)(=O)c3ccccc3[N+](=O)[O-])CC2)cc1N1CCc2ccccc2C1 | 24 | 10 | 3 | 1.5 | -4 | 6 | -9 | 0.0 | -2 | i
CC(C)c1ccc(/C=C/C(=O)Nc2nncs2)cc1 | -3 | -22 | 4 | -1.6 | -11 | 2 | -8 | -0.6 | 2 | i
CCOC(=O)c1sc(=NC(=O)c2ccc(C)cc2)n(C)c1C | -13 | -2 | 5 | -0.8 | -6 | -9 | 8 | -0.5 | 3 | i
CCN1CCc2c(sc(NC(=O)Nc3ccc(Cl)c(Cl)c3)c2C(N)=O)C1 | 11 | i | 4 | -0.7 | -70 | -5 | 4 | -0.2 | -390 | i
CCOc1ccc(CC(=O)N2CCC3(CC2)NCCc2[nH]cnc23)cc1 | -1 | -1 | 2 | -2.4 | -1 | -2 | -5 | -0.4 | 1 | i
Clc1cc(Cl)cc(C2=NC(Cc3ccccc3)CO2)c1 (centres undefined) | 1 | 7 | 9 | -2.3 | -2 | -4 | 3 | -0.5 | 6 | i
OC[C@@H](O)C1OC2NC(=S)OC2C1O (some centres undefined) | -1 | 2 | 1 | 0.1 | -1 | 5 | 1 | -0.5 | 0 | i
Cc1oc(C)c2c(=O)ccc3c(c12)OC(N)=C(C#N)C3c1ccccc1 (centres undefined) | 10 | -51 | 14 | 3.4 | 10 | -3 | 12 | -0.1 | -1 | ·
COc1cccc(/C=C/C(=O)N(C)CC(=O)Nc2ccc(Cl)c(C(F)(F)F)c2)c1 | -6 | -5 | -2 | 3.2 | -2 | -1 | 0 | -0.1 | -2 | i
CCCCn1c(-c2ccc(Cl)c(Cl)c2)nc2cc3[nH]c(=O)c(C(C)C)nc3cc21 | 38* | -10 | 53* | 1.6 | 4 | 5 | 7 | -0.5 | 3 | i
CCOc1ccccc1C(=O)NCC(=O)OCC(=O)NCCc1ccc(S(N)(=O)=O)cc1 | -4 | 3 | 2 | 0.2 | -5 | -5 | 6 | -2.1 | -3 | i
Cc1ccc(C)c(NS(=O)(=O)c2cc(C(=O)NCCC3=CCCCC3)ccc2C)c1 | -11 | -6 | -4 | 1.6 | -1 | -5 | 5 | 0.4 | 0 | i
CCN1CCc2c(OCC(=O)N3CCCc4ccccc43)cccc2C1=O | -9 | 0 | 2 | -1.9 | 7 | -5 | 10 | -0.5 | -5 | i
O=C(Nc1ccccc1Oc1cccnc1)C1CCCN(Cc2cccc(Cl)c2)C1 (centres undefined) | -8 | 10 | -7 | -0.9 | 4 | -5 | -4 | -0.5 | -1 | i
CCOC(=O)C1CCN(Cc2ccc(OC)cc2OC)CC1 | 5 | 18 | 9 | 0.1 | 1 | -3 | 0 | -1.8 | 0 | i
O=C(c1ccc([N+](=O)[O-])cc1)N1CCN(Cc2ccccc2)CC1 | -1 | -8 | -6 | -2.0 | -4 | -3 | -18 | 0.1 | 6 | i
CC(C)(C)c1ccc(CC(=O)N2CCC2(C)C(=O)NS(=O)(=O)c2ccc(Cl)s2)cc1 (centres undefined) | -3 | 11 | 4 | -1.9 | -5 | · | 20 | 0.1 | 1 | i
O=C(NC1CCCCCC1)c1ccc(OCC2CCCO2)cc1 (centres undefined) | 1 | -28 | -2 | -0.5 | 0 | 5 | -1 | -0.7 | 0 | i
CCOC(=O)C1(Cc2ccc(OC)cc2)CCN(C(=O)CCN2CCCC2=O)CC1 | -3 | -9 | 0 | -0.7 | -1 | 12 | -6 | -1.3 | 0 | i
CCOC(=O)C1=C(COC(=O)C2(C)CC2(Cl)Cl)NC(=O)NC1c1ccccc1 (centres undefined) | 5 | 5 | -1 | -0.9 | 5 | -3 | 1 | 0.0 | 0 | i
CC1CCC(NC(=O)CCS(=O)(=O)c2ccc3c(c2)NC(=O)CO3)CC1 (centres undefined) | 4 | 14 | 1 | -1.1 | 4 | -5 | 2 | -0.2 | 0 | i
CC(C)(C)c1cc(NC(=O)c2cccc([N+](=O)[O-])c2)no1 | -7 | -11 | -1 | -0.9 | 1 | -8 | -3 | -0.4 | 2 | i
CCOc1ccc(-c2nc(S(=O)(=O)c3ccccc3)c(N3CCC(C(N)=O)CC3)o2)cc1 | 2 | 25 | -1 | -2.1 | -1 | -5 | 4 | 0.3 | -3 | i
Cc1ccccc1-n1c(Cn2c(=O)sc3ccccc32)nnc1SC(C)C | -1 | -17 | -2 | -2.0 | -1 | -9 | -4 | -0.3 | 0 | i
COC(=O)c1ccc2c(c1)C(C)(C)C(/C=C/c1ccc(O)cc1)=[N+]2C | 27 | -175 | -19 | 6.5 | 48* | 99* | -10 | -1.1 | -6 | ·

Arranged by formula weight (smallest number first): some entries from above.
SMILES | NadD block | MLLE-PAM2 inh | DNMT1 inh | LMPTP inh | CSN deneddyl inh | Scp-1 inhibitor | SUMO1 PPI mod | TbMetRS inhib | STEP inh | Rpn11 block
CC(C)(C)c1cc(NC(=O)c2cccc([N+](=O)[O-])c2)no1 | -7 | -11 | -1 | -0.9 | 1 | -8 | -3 | -0.4 | 2 | i
COC(=O)c1ccc2c(c1)C(C)(C)C(/C=C/c1ccc(O)cc1)=[N+]2C | 27 | -175 | -19 | 6.5 | 48* | 99* | -10 | -1.1 | -6 | ·
CCOC(=O)C1(Cc2ccc(OC)cc2)CCN(C(=O)CCN2CCCC2=O)CC1 | -3 | -9 | 0 | -0.7 | -1 | 12 | -6 | -1.3 | 0 | i

New compounds follow.
SMILES | NadD block | MLLE-PAM2 inh | DNMT1 inh | LMPTP inh | CSN deneddyl inh | Scp-1 inhibitor | SUMO1 PPI mod | TbMetRS inhib | STEP inh | Rpn11 block
CN(Cc1ccccc1)S(=O)(=O)c1ccc(Cl)c(C(=O)NCCc2ccccn2)c1 | -3 | 10 | 1 | -0.8 | -2 | -7 | 4 | -0.4 | -1 | i
Cc1cc(C)cc(OCC(=O)Nc2cccc(S(=O)(=O)NC3=NCCC3)c2)c1 | 0 | -37 | -7 | 0.4 | 17 | 1 | -2 | -0.5 | -1 | i
COC(=O)CCCSc1nccn1-c1ccccc1 | 0 | -37 | -3 | -1.4 | 11 | 1 | 0 | -0.9 | 0 | i
NC(=O)CSc1nc(C23CC4CC(CC(C4)C2)C3)nc2ccccc12 | -1 | 2 | 2 | 1.9 | -4 | -8 | -6 | 0.7 | 0 | i
O=C(O)C1=C(Nc2ccccc2)OCC1=O | 6 | -3 | 2 | -0.9 | 5 | 1 | -1 | -1.1 | 6 | i
CN(C)CCCN(C(=O)c1ccc(S(=O)(=O)N2CCc3ccccc32)cc1)c1nc2ccc(Cl)cc2s1 | 52* | -6 | 23 | 2.9 | -3 | 4 | -70 | -0.5 | 19 | i

Screening results from PubChem.
